# Compound activity from PubChem BioAssay.
# CHO parental Ca: counter-screen: ATP calcium response change in parental CHO cells; parental CHO-K1, ATP-induced calcium, Fluo-8 fluorescence; inhibition, % at 5.6 µM; hit rate 0.63% among 330,000;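 active means inhibition above that plate's mean sample inhibition plus 3 SD, cut at about 26% in these data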;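 further: 0% = ATP-challenged DMSO wells and 100% = DMSO wells without ATP; some compounds past the cut are filed as inactive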
#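 Assay system – parental CHO cells · Reagent – ATP stimulus · Detection – intracellular calcium via Fluo-8 no-wash fluorescent dye · Evaluation – percent inhibition of ATP-evoked calcium rise, normalized to controls · Controls – ATP wells versus no-ATP DMSO wells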
# CHRM1 agonist: human M1 muscarinic receptor agonism | P11229 | CHO-K1 hM1, Fluo-8 calcium fluorescence, agonist mode; 0% DMSO, 100% acetylcholine EC100 | activation, % at 3 µM | hit rate 0.33% among 360,000 | AID 588814;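 active means activation above the run's mean compound activation plus 3 SD, cut at about 16% in these data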;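 further: peak over basal fluorescence ratio within a 140 s kinetic read after compound addition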
# Target sequence (P11229 whole entry, looked up): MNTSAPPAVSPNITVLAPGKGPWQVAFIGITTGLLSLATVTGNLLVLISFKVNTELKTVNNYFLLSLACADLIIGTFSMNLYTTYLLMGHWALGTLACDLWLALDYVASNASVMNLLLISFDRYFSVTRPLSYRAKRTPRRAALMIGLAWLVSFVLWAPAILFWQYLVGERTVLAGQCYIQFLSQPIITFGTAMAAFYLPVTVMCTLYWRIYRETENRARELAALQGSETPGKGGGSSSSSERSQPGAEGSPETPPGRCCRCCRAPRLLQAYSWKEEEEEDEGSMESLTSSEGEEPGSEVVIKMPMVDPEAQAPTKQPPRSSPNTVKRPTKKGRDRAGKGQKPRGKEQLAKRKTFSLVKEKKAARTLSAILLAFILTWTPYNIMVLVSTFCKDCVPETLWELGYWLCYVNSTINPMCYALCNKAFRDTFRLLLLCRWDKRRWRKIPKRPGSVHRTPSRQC
# CHO-K1 Ca antag: counter-screen for M1 antagonists: effect in parental CHO-K1 cells. hit rate 0.6% among 360,000. inhibition, % at 3 µM. AID 602250. ATP-induced calcium, Fluo-8 fluorescence;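 active means inhibition above a per-plate cutoff, the plate's mean sample inhibition plus 3 SD, cut at about 24% in these data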;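 further: 0% = DMSO plus EC80 ATP and 100% = DMSO alone without ATP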
# M1 PAM: human CHRM1 positive allosteric modulation | P11229 | CHO-K1 hM1, Fluo-8 calcium fluorescence, ACh EC20; 0% = ACh EC20, 100% = maximal ACh | activation, % at 3 µM | hit rate 0.088% among 360,000; in the data active means activation above about 19%, passing the limit was not always enough
# CHO-K1 Ca ag: nonselective activator or artifact in parental CHO-K1 cells; activation, % at 3 µM; hit rate 0.48% among 360,000; Fluo-8 calcium fluorescence; scaled to maximal ATP response, vehicle zero; in the data active means activation above about 15%;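 further: untransfected CHO-K1 host cells lacking M1 receptor as counterscreen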
# TAAR1 antagonist: human TAAR1 antagonism; CHO RD-HGA16 TAAR1, Fluo-8 calcium fluorescence, antagonist; inhibition, % at 3 µM; AID 624466; hit rate 1.5% among 360,000;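 active means inhibition above a per-plate cutoff, the mean inhibition of test compounds on that plate plus 3 SD, cut at about 49% in these data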;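 further: 0% = DMSO plus EC80 beta-PEA response and 100% = DMSO alone without agonist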
# Target sequence (Q96RJ0 whole entry, looked up): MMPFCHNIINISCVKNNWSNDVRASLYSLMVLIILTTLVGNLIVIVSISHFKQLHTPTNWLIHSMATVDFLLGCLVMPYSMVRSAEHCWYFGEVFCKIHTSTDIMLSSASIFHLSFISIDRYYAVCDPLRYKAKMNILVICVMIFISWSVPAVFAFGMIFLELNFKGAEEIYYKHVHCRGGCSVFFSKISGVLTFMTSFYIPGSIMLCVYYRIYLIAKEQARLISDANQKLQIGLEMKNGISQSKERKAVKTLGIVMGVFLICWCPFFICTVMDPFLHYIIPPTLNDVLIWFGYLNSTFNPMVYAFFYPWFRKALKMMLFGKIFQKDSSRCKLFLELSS
#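 Assay system: CHO-derived RD-HGA16 cells stably expressing human TAAR1 plus Gα16. Timing: 140 s kinetic read after compound, 140 s after agonist. Technique: kinetic Fluo-8 calcium fluorescence measurement. Measure: % inhibition of agonist calcium response.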
# M1 PAM parental: nonselective activator or artifact in parental CHO-K1 calcium assay | hit rate 0.02% among 360,000 | ATP EC20, Fluo-8 calcium fluorescence; 0% at ATP EC20, 100% at ATP max | activation, % at 3 µM;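 active means activation above the run cutoff, the mean activation of all test compounds plus 3 SD, cut at about 40% in these data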;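 further: peak over basal fluorescence ratio in a 140 s read after ATP addition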
# TAAR1 ag: human TAAR1 agonism; AID 624467; CHO RD-HGA16 TAAR1, Fluo-8 calcium fluorescence; vehicle wells 0%, saturating PEA agonist 100%; hit rate 0.99% among 360,000; activation, % at 3 µM;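 active means activation above the mean activation of all test compounds in the run plus 3 SD, cut at about 38% in these data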
#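 Assay system: CHO-derived RD-HGA16 cells with stable Gα16 and human TAAR1; timing: 17-24 h seeding, 75 min 37 °C dye, 30 min RT; read-out: % activation from peak over basal fluorescence ratio, DMSO-to-PEA scaled; measured by: kinetic Fluo-8 calcium fluorescence; benchmarks: low control DMSO, high control PEA (EC100); doses: 3 µM single concentration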
# CHRM1 antagonist: blocks human M1 muscarinic receptor; CHO-K1 hM1, Fluo-8 calcium fluorescence, ACh EC80 antagonist; inhibition, % at 3 µM; hit rate 1.3% among 360,000; AID 588852;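 active means percent inhibition above its own plate's cutoff, namely the mean of that plate's compound wells plus 3 SD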;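 further: peak over basal fluorescence ratio during 140 s after agonist addition; 0% = ACh EC80 plus DMSO and 100% = DMSO alone without agonist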
# Numbers without * were called inactive; . = not tested or not shown.
1: O=c1c(Cc2ccc(Cl)cc2)c(O)ccn1Cc1cccs1
2: CCC1=NN(C(=O)c2ccc(Br)cc2)C(O)(c2ccccc2)C1 (stereo unspecified)
3: O=C1c2ccccc2NC(c2ccc(O)c(O)c2)N1c1ccccc1Cl (stereo unspecified)
4: CCC(C)(C)n1nnnc1C(C(C)C)N1CCN(C)CC1 (stereo unspecified)
5: CC(C)N(Cc1ccccc1)C(=O)c1ccc2nsnc2c1
6: CCCCNC(=O)c1ccccc1C(=O)NCCCC
7: O=C(Nc1ccc(SC(F)F)cc1)c1cc(-c2ccncc2)nc2ccccc12
8: COc1ccc(NC(=O)/C(Cl)=C(/Cl)S(=O)Cc2ccccc2)cn1 (stereo unspecified)
compound no.	1	2	3	4	5	6	7	8
CHO parental Ca	-14	-12	2	-4	-8	-15	-5	7
CHRM1 agonist	-1	-7	-4	-4	-4	-1	-1	4
CHO-K1 Ca antag	-18	-6	-3	-2	-7	14	-11	2
M1 PAM	2	7	3	0	-7	-2	-5	6
CHO-K1 Ca ag	2.2	0.2	-0.1	0.0	0.9	-0.4	4.7	2.1
TAAR1 antagonist	-10	6	0	-4	2	-3	32	74*
M1 PAM parental	-4	10	-3	2	16	-6	14	29
TAAR1 ag	9	8	2	5	-2	12	5	41*
CHRM1 antagonist	5	-11	-5	-17	12	-4	7	24

# Compound profiles, from the list above. Order of screens: CHO parental Ca | CHRM1 agonist | CHO-K1 Ca antag | M1 PAM | CHO-K1 Ca ag | TAAR1 antagonist | M1 PAM parental | TAAR1 ag | CHRM1 antagonist
# `O=C1c2ccccc2NC(c2ccc(O)c(O)c2)N1c1ccccc1Cl` (stereo unspecified) is listed with 2 | -4 | -3 | 3 | -0.1 | 0 | -3 | 2 | -5
# `O=c1c(Cc2ccc(Cl)cc2)c(O)ccn1Cc1cccs1` is listed with -14 | -1 | -18 | 2 | 2.2 | -10 | -4 | 9 | 5
# `CCC(C)(C)n1nnnc1C(C(C)C)N1CCN(C)CC1` (stereo unspecified) is listed with -4 | -4 | -2 | 0 | 0.0 | -4 | 2 | 5 | -17

# The listing picks up; the two compounds before the break are reprinted first.
7: O=C(Nc1ccc(SC(F)F)cc1)c1cc(-c2ccncc2)nc2ccccc12
8: COc1ccc(NC(=O)/C(Cl)=C(/Cl)S(=O)Cc2ccccc2)cn1 (stereo unspecified)
9: CN1C(C(=O)NCc2cccc(C(F)(F)F)c2)CC2Cn3c(nc4ccccc43)C21 (stereo unspecified)
10: CN(c1ccc(C(=O)NC2CC2)cc1)S(=O)(=O)c1ccccc1
11: CCOc1cc(/C=N/NC(=O)c2ccc(O)cc2)ccc1Oc1nc(Cl)ncc1F
12: CC(=O)NCCOc1cccc2cccnc12
13: CCn1c(=O)c(C(=O)NCc2ccccc2OC)c(O)c2ccccc21
14: CC(=O)Nc1ccc(S(=O)(=O)Nc2nc3ccccc3nc2Nc2ccc(S(N)(=O)=O)cc2)cc1
15: Cc1ccc2nc(NC(=O)CN(C)S(=O)(=O)c3cccc4nsnc34)sc2c1
16: O=C(CSc1nc2ncccc2[nH]1)Nc1ccccc1-c1ccccc1
compound no.	7	8	9	10	11	12	13	14	15	16
CHO parental Ca	-5	7	-17	-5	-11	-5	-8	5	-3	-19
CHRM1 agonist	-1	4	-11	-2	-11	-3	-2	-5	-3	-1
CHO-K1 Ca antag	-11	2	-6	2	-5	6	-3	-10	-12	-2
M1 PAM	-5	6	9	9	10	2	3	-4	10	-1
CHO-K1 Ca ag	4.7	2.1	0.2	0.1	0.4	-0.3	3.1	1.1	-0.7	2.0
TAAR1 antagonist	32	74*	-6	10	-5	-9	-3	6	-14	-31
M1 PAM parental	14	29	11	-3	22	-2	10	27	9	-12
TAAR1 ag	5	41*	5	8	7	0	-2	2	7	8
CHRM1 antagonist	7	24	-7	-30	-3	-7	3	5	-7	11

17: COc1ccc(C(=O)NCc2nnc(SCC(=O)Nc3ccccc3OC)n2C)cc1
18: COc1ccc(CNC(=O)c2n[nH]c3ccccc23)cc1OC
19: NC(=O)c1cc(NC(=O)CCc2nc3ccccc3s2)cc(C(N)=O)c1
20: COc1cc(OC)cc(OC(=O)c2cccc(S(=O)(=O)N3CCN(C)CC3)c2)c1
21: Cc1ccccc1Nc1nnc(SCC(=O)NCc2cccs2)s1
22: CC(C)n1c(N2CCN(C(=O)NCc3ccccc3)CC2)nc2ccccc21
23: CCCNC(=O)C(Cc1ccccc1)NS(=O)(=O)c1ccc2c(c1)CCC(=O)N2 (stereo unspecified)
24: COc1ccc(C(=O)NC(C)C2CC3CCC2C3)c(OC)c1 (stereo unspecified)
compound no.	17	18	19	20	21	22	23	24
CHO parental Ca	0	-10	8	-11	-14	-18	-1	-24
CHRM1 agonist	-8	-2	-1	-2	-7	-4	-2	-4
CHO-K1 Ca antag	4	-5	9	2	-1	-9	0	-13
M1 PAM	11	0	5	9	1	8	5	-2
CHO-K1 Ca ag	-0.3	2.3	3.4	0.4	1.4	1.0	-0.3	-0.5
TAAR1 antagonist	6	0	-14	-3	2	-2	-4	11
M1 PAM parental	1	0	-13	1	9	20	11	17
TAAR1 ag	2	4	2	1	0	8	0	3
CHRM1 antagonist	-14	4	-6	1	-4	-10	-16	7

25: CS(=O)(=O)NCc1ccc(C(=O)NCCOc2ccccc2)cc1
26: COc1ccccc1CN1CCCC(CNC(=O)c2cccc3ccccc23)C1 (stereo unspecified)
27: COc1ccc(CNC(=O)CCC(=O)c2ccc(C)cc2)cc1OC
28: CCCC(C)C(=O)OCC(=O)Nc1c(Br)cc(C)cc1Br (stereo unspecified)
29: O=C1CC/C=C\C[C@@H](CC(=O)N(CCO)Cc2ccccc2)C(=O)N[C@H](Cc2c[nH]c3ccccc23)CO1
30: CCOC(=O)C1=NOC(CNC(=O)c2ccccc2Cl)C1 (stereo unspecified)
31: O=C(c1ccc([N+](=O)[O-])cc1)N1C=CC(C(F)(F)F)=NCC1
32: O=C(/C=C/c1cccs1)NCc1cccs1
compound no.	25	26	27	28	29	30	31	32
CHO parental Ca	-5	-20	-9	-8	-25	-7	3	-9
CHRM1 agonist	-1	-8	-3	-7	-5	-4	6	-5
CHO-K1 Ca antag	-20	-15	-17	-3	-2	-3	-8	-8
M1 PAM	5	4	3	4	-2	16	9	3
CHO-K1 Ca ag	0.3	0.0	1.1	0.1	0.7	2.6	0.5	0.3
TAAR1 antagonist	.	-14	-65	2	20	17	0	-3
M1 PAM parental	-5	22	20	7	-18	25	17	12
TAAR1 ag	.	0	-1	4	18	5	2	7
CHRM1 antagonist	-8	-18	-7	-1	-3	-4	3	-3

33: COC(=O)c1ccc(/C=N/NC(=O)CC(=O)NC(C)C)cc1
34: Cc1ccc(N2CC(C(=O)Nc3nc4ccc(S(C)(=O)=O)cc4s3)CC2=O)cc1C (stereo unspecified)
35: O=C(NCCc1csc(-c2cccc(F)c2)n1)c1ccco1
36: Cc1ccc(N2C(=O)C(Cl)=C(NCCO)C2=O)c(C)c1
37: C/C=C\C(=O)Nc1cccc(C2=NOC3(C2)C[C@@H](C(N)=O)N(C(=O)c2ccc(Cl)cc2)C3)c1 (stereo partly specified)
38: O=S(=O)(c1ccc(OCC2CO2)cc1)c1ccc(OCC2CO2)cc1 (stereo unspecified)
39: CC(C)c1ccc(C(=O)COC(=O)C(O)c2ccccc2)cc1 (stereo unspecified)
40: COc1cccc(Oc2nc3ncn(Cc4ccccc4)c3c(=O)n2C)c1
compound no.	33	34	35	36	37	38	39	40
CHO parental Ca	-7	-13	-8	1	-1	2	-5	-9
CHRM1 agonist	-2	0	-1	-1	-2	-5	-5	-3
CHO-K1 Ca antag	-18	-4	3	-16	8	8	9	7
M1 PAM	3	2	-8	2	11	-4	7	-1
CHO-K1 Ca ag	1.1	0.3	4.2	0.0	-0.6	-0.3	1.4	-0.2
TAAR1 antagonist	-11	17	16	7	-1	9	2	10
M1 PAM parental	13	-13	-18	-1	-4	-9	2	-3
TAAR1 ag	3	-3	6	5	8	3	1	3
CHRM1 antagonist	-7	-11	14	8	10	4	-13	12

41: CC1(C(=O)O)CCN1C(=O)c1cccc(C(F)(F)F)c1 (stereo unspecified)
42: CCc1nnc(NS(=O)(=O)c2ccc(NC(=O)c3cccc4ccccc34)cc2)s1
43: CCOc1c(Cl)cc(Cl)cc1CNCCNCCO
44: C=C(C)CSc1nnc(CCCCCNC(=O)OC(C)(C)C)o1
45: CC(C)CNS(=O)(=O)c1ccc(CCC(=O)NCC2CCCO2)cc1 (stereo unspecified)
46: C=CCOc1c(Br)cc(CNn2cn[nH]c2=S)cc1OC
47: CC[C@]12c3[nH]c4ccc(Cl)cc4c3CCN1C(=O)[C@@H](CC(=O)NCc1ccco1)C[C@@H]2C(=O)N1CCN(C(=O)c2ccco2)CC1
48: CC12CCC(=O)N1C(C(=O)Nc1ccccc1N1CCCCC1)CS2 (stereo unspecified)
compound no.	41	42	43	44	45	46	47	48
CHO parental Ca	.	-5	-13	8	-31	-2	-30	-25
CHRM1 agonist	-1	-10	-9	-1	-4	-3	-4	-3
CHO-K1 Ca antag	-12	7	-23	1	-4	-19	-12	23
M1 PAM	5	13	10	-11	3	3	2	7
CHO-K1 Ca ag	0.7	0.0	0.2	7.4	0.5	3.1	0.9	-0.7
TAAR1 antagonist	1	2	-3	-28	13	0	-11	7
M1 PAM parental	10	-4	10	5	7	18	9	-3
TAAR1 ag	4	3	1	22	11	6	-2	1
CHRM1 antagonist	-11	1	-6	24	-6	9	-14	-13

# Entries by screen from the entries so far.
# Compounds 28 to 37 in CHO-K1 Ca ag: 0.1, 0.7, 2.6, 0.5, 0.3, 1.1, 0.3, 4.2, 0.0, -0.6
# Compounds 28 to 37 in M1 PAM parental: 7, -18, 25, 17, 12, 13, -13, -18, -1, -4
# Compounds 28 to 37 in TAAR1 ag: 4, 18, 5, 2, 7, 3, -3, 6, 5, 8

# Next part
49: COc1ccc(NC(=O)CC2C(=O)NCCN2C(=O)c2ccccc2)cc1 (stereo unspecified)
50: Cc1c(CN2CCC(n3nccc3NC(=O)C3CCOC3)CC2)[nH]c2ccccc12 (stereo unspecified)
51: COC(=O)COc1ccc2c(-c3ccc(OC)cc3)cc(=O)oc2c1
52: COc1ccc(-n2c(=S)[nH]c3cc(C(=O)NCc4ccccc4)ccc3c2=O)c(OC)c1
53: COc1cccc(N2C(=O)N(c3ccccc3Cl)C3CS(=O)(=O)CC32)c1 (stereo unspecified)
54: CCOc1ccccc1-c1nc(-c2cccc(Br)c2)no1
55: CCC(C)c1ccc(NC(=O)c2cccnc2)cc1 (stereo unspecified)
compound no.	49	50	51	52	53	54	55
CHO parental Ca	-13	.	-7	-3	-23	-16	-7
CHRM1 agonist	-2	1	-1	1	-4	-5	-5
CHO-K1 Ca antag	-13	-4	16	-13	9	-17	-9
M1 PAM	10	1	3	4	1	4	-1
CHO-K1 Ca ag	0.9	1.1	-0.2	5.5	-0.4	0.7	0.8
TAAR1 antagonist	-38	-14	-3	-5	-1	.	9
M1 PAM parental	19	9	-10	-6	-2	14	15
TAAR1 ag	6	3	0	8	13	.	3
CHRM1 antagonist	-19	1	1	-9	8	0	0

# This is a random part of the collection, and some 4.4% of all compounds hit somewhere here.
